ANO1 activ: activates or potentiates the mouse TMEM16A chloride channel | HEK293 TMEM16A/YFP-H148Q/I152L, iodide quench fluorescence; stronger effect = lower value | B-score at 10 µM | hit rate 0.3% among 340,000 | AID 623877;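 active = fluorescence-ratio B-score plate-corrected deviation score at least 3 library SD below zero, with starting fluorescence score within 5 deviations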;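 also: channel opened by trigger with iodide after compound preincubation; score built on the fluorescence ratio of max minus min over baseline; more negative score means more quench and so TMEM16A activation or potentiation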
Target sequence (Q8BHY3 whole entry, looked up): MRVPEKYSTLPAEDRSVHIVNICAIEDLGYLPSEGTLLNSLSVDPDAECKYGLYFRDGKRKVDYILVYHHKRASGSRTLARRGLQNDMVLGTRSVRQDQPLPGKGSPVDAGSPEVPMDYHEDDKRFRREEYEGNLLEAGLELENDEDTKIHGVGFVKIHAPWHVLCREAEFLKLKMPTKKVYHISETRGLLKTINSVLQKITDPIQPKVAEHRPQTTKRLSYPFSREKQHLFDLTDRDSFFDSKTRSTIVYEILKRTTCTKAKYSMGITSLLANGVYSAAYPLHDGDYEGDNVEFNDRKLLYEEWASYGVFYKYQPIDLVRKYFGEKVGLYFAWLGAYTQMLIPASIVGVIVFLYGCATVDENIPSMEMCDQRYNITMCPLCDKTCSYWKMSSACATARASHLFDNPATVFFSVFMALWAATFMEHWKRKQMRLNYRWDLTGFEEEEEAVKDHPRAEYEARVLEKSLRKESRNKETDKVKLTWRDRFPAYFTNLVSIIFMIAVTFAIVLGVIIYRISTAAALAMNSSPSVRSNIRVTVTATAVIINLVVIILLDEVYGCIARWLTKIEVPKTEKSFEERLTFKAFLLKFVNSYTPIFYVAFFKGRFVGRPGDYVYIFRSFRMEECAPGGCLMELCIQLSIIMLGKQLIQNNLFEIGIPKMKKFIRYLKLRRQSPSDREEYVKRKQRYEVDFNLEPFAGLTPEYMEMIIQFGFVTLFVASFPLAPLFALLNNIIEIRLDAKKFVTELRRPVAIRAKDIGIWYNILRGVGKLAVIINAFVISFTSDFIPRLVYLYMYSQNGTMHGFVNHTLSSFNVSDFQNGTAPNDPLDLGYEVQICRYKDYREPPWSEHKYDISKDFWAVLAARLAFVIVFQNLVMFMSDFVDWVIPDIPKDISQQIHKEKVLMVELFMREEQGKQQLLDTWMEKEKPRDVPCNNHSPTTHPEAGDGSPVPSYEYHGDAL
KCNK3 inh: human KCNK3 channel inhibition, primary screen | O14649 | CHO-KCNK3 thallium flux, FluxOR fluorescence; stronger effect = lower value | B-score at 10 µM | hit rate 0.84% among 340,000;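 active = B-score under library mean minus 4 SD, starting fluorescence ratio at most library mean plus 5 SD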;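 also: more negative B-score means stronger inhibition of thallium flux through KCNK3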
Starred values were filed as active, the others as inactive; i = inactive. Not all compounds are listed; count on the stated rates, not on these rows.

| SMILES | KCNK3 inh | ANO1 activ |
| --- | --- | --- |
| O=C(OCc1nnc(-c2ccccc2)o1)C1CC(=O)N(CCc2ccccc2)C1 (configuration not stated) | i | i |
| COc1ccc(CNC(=O)COC(=O)c2ccc3ncsc3c2)cc1OC | i | i |
| COc1ccc(NC(=O)C2CCC2)cc1S(=O)(=O)Nc1cc(C)ccc1Br | i | i |
| COc1ccc(-c2c3c([nH]c(=S)c2C#N)CCC3)cc1 | i | i |
| Cc1ccc(S(=O)(=O)CCC(=O)Nc2nc(-c3ccccn3)cs2)cc1 | i | i |
| O=C(C1CCN(S(=O)(=O)c2ccccc2)CC1)N1CCN(c2ccccc2F)CC1 | i | i |
| Cc1ccc(N/C(N)=N/c2nc(CSc3ccc(C)cc3)cc(=O)[nH]2)cc1 | i | i |
| CC(C)N(CC(N)=O)c1ccc(S(=O)(=O)N2CCCC2)cn1 | i | i |
| COc1cc(/C=C/C=C2/CC/C(=C/C=C/c3ccc(O)c(OC)c3)C2=O)ccc1O | i | i |
| COc1cccc(NC(=O)COc2cccnc2[N+](=O)[O-])c1 | i | i |

Reprinted from the part before: 3 compounds, followed by the next part.
| SMILES | KCNK3 inh | ANO1 activ |
| --- | --- | --- |
| CC(C)N(CC(N)=O)c1ccc(S(=O)(=O)N2CCCC2)cn1 | i | i |
| COc1cc(/C=C/C=C2/CC/C(=C/C=C/c3ccc(O)c(OC)c3)C2=O)ccc1O | i | i |
| COc1cccc(NC(=O)COc2cccnc2[N+](=O)[O-])c1 | i | i |
| COc1ccc(C(CNC(=O)C(C)Sc2ccccc2)N2CCOCC2)cc1 (configuration not stated) | i | i |
| Cc1cccc(N2CC(C(=O)NCc3ccco3)CC2=O)c1C (configuration not stated) | i | i |
| O=C(CSc1nnc(-c2cccs2)n1C1CC1)NC1CCS(=O)(=O)C1 (configuration not stated) | i | i |
| C=CC(=O)N1C/C(=C/c2ccc(F)cc2)C(=O)/C(=C\c2ccc(F)cc2)C1 | i | i |
| CC12CCC(=O)C=C1CCC1C2C(O)CC2(C)C1CCC2(O)C(=O)COC(=O)COCC(=O)O (configuration not stated) | i | i |
| CCn1nnnc1SCC(=O)N1c2ccccc2NC(=O)CC1C (configuration not stated) | i | i |
| COc1ccc(NC(=O)CNC(=O)Cc2cccc3ccccc23)cc1 | i | i |
| N#Cc1ccccc1S(=O)(=O)N1CCC(C(=O)Nc2cccc(C(=O)NC3CC3)c2)CC1 | i | i |
| O=C(c1cccc(S(=O)(=O)N2CCCC2)c1)N1CCN(S(=O)(=O)c2cccc(Cl)c2)CC1 | i | i |
| C=C1[C@@H](O)[C@H](Cc2ccccc2)N(Cc2ccccc2Br)S1(=O)=O | i | i |
| O=C(CCCOC(=O)c1cccnc1Cl)c1ccc(Br)cc1 | i | i |
| COc1ccc(CNC(=O)CN(c2ccccc2OC)S(=O)(=O)c2cccs2)cc1 | i | i |
| Cc1ccc(NC(=O)c2cnccn2)cc1S(=O)(=O)N1CCCCCC1 | i | i |
| Cc1cc(C)n2nc(C(=O)OCC(=O)NCc3ccc(F)cc3)nc2n1 | i | i |
| Cc1occc1-c1nnc(SCC(=O)c2c(N)n(C3CC3)c(=O)[nH]c2=O)n1C | i | i |
| COC(=O)c1ccc(NC(=O)c2cc(-c3ccncc3)nc3ccccc23)cc1 | i | i |
| Cc1ccc(S(=O)(=O)N2CCCCC2)cc1NC(=O)CSc1nnc(C2CC2)n1N | i | i |
| CSc1nc2nc(C)c(CCC(=O)OCC(=O)Nc3ccc(F)cc3)c(C)n2n1 | i | i |
| COc1cc(/C=C/C(=O)O)cc(S(=O)(=O)Nc2cc(C(F)(F)F)ccc2N2CCOCC2)c1OC | i | i |
| COc1ccc(S(=O)(=O)N2CCOCC2)cc1NC(=O)CSc1nnc(C2CC2)n1C1CC1 | i | i |
| O=C(COc1ccccc1[N+](=O)[O-])Nc1ccc2c(c1)CCC2 | i | i |
| COc1ccc(CC(=O)NNC(=O)CN(C)S(=O)(=O)c2ccc(Cl)cc2)cc1OC | i | i |
| Cc1ccc2nc(NC(=O)CSCC(=O)Nc3cc(C)on3)sc2c1 | i | i |
| c1ccc(-n2nnnc2-c2cccc3ccccc23)cc1 | i | i |
| COc1ccc(C2=NOC(Cn3nc(C(=O)NCc4cccc(Br)c4)cc3-c3ccccc3)C2)cc1 (configuration not stated) | i | i |
| Cc1cccc(NC(=O)CSc2nnc(-c3ccco3)c(-c3ccco3)n2)c1 | i | i |
| CC1(C)CC(=O)C=C(c2ccc(Cl)c(C(F)(F)F)c2)C1 | i | i |
| CCOC(=O)[C@H]1[C@H]2COc3ccc(OC)cc3[C@@H]2N2C(=O)CN(Cc3ccc(Cl)cc3)C(=O)[C@@]12C | i | i |
| COc1ccc(NC(=O)C2=NN(C3CCS(=O)(=O)C3)C(=O)CC2)cc1S(N)(=O)=O (configuration not stated) | i | i |
| Cc1cccc(C)c1Nc1nnc(SCC(=O)NCCCN2CCCC2=O)s1 | i | i |
| COc1ccc(NC(=O)N(C)C[C@H]2Oc3ccc(NS(=O)(=O)c4cn(C)cn4)cc3C(=O)N([C@H](C)CO)C[C@@H]2C)cc1 | i | i |
| COc1cc2oc(=O)cc(-c3ccc(-c4ccc(O)cc4)cc3)c2c(OC)c1OC | i | i |
| O=C(COC(=O)c1ccc(Cl)c(S(=O)(=O)NCc2ccccc2)c1)NC1CC1 | i | i |
| Cc1ccccc1NC(=O)Cc1nc(COC(=O)CCc2ccccc2)cs1 | i | i |
| Cc1ccc(S(=O)(=O)Nc2ccc3cn[nH]c3c2)c(C)c1 | i | i |
| CCOC(=O)c1c(C)[nH]c(C)c1C(=O)COC(=O)c1ccc([N+](=O)[O-])s1 | i | i |
| COc1ccc2c(CC(=O)NNC(=O)c3cccs3)coc2c1 | i | i |
| COc1cc2cnc(-c3ccccc3)c(-c3ccc(C#N)cc3)c2cc1OC | i | i |
| Cc1cc(C(=O)CN2C(=O)C(=O)N(Cc3ccccc3)C2=O)c(C)n1Cc1ccc(F)cc1 | i | i |
| O=C1C[C@H](NC(=O)OCc2ccccc2)CO1 | i | i |
| Cc1cccc(Oc2ccc(NC(=O)C3=CC=CN4CCS(=O)(=O)N=C34)cc2)c1 | i | i |
| O=C(COC(=O)Cn1cc(C(F)(F)F)ccc1=O)Nc1ccccc1 | i | i |
| CCN(C(=O)COC(=O)CNC(=O)c1ccccc1C)C1=CCCCC1 | i | i |
| CC(NC(=O)c1ccco1)C(=O)Nc1nccs1 (configuration not stated) | i | i |
| NC(=O)CCS(=O)(=O)CCN1CCN(S(=O)(=O)c2ccc3c(c2)CCC3)CC1 | i | i |
| CN(CC(=O)Nc1ccccc1Cl)C(=O)COC(=O)c1ccc([N+](=O)[O-])s1 | i | i |
| Cc1onc(-c2ccccc2)c1-c1nnc(CN2CCN(S(=O)(=O)c3ccccc3F)CC2)o1 | i | i |
| C[C@H](CO)N1C[C@H](C)[C@@H](CN(C)Cc2ccccc2)Oc2c(NS(=O)(=O)c3ccccc3)cccc2C1=O | i | i |
| COc1ccccc1CNC(=O)CN1C(=O)NC(c2ccccc2)(c2ccccc2)C1=O | i | i |
| CSCCC(NC(=O)COc1ccccc1)C(=O)OCCOc1ccc(C)cc1 (configuration not stated) | i | i |

Further entries follow:
| SMILES | KCNK3 inh | ANO1 activ |
| --- | --- | --- |
| N#CCSc1ccccc1NC(=O)CN1C(=O)C2CC=CCC2C1=O (configuration not stated) | i | i |
| CCOc1ccc(NS(=O)(=O)c2cccc(C(=O)N3CCN(C/C=C/c4ccccc4)CC3)c2)cc1 | i | i |
| Cc1cn(C2CCCCO2)c(=O)[nH]c1=O (configuration not stated) | i | i |
| O=C1N[C@@H](c2ccccc2)COC(=O)[C@H](Cc2ccc(F)cc2)C/C=C\C[C@H]1CC(=O)N(CCO)Cc1ccccc1 | i | i |
| O=C(CN1c2cccc3cccc(c23)S1(=O)=O)Nc1ccc(F)c(F)c1F | -9.4* | -5.1* |
| CCCc1nc2c(=O)n(C)c(=O)nc-2n(C)n1 | i | i |
| CCN(C(=O)CSc1nnc(-c2ccccc2C)n1C)c1c(N)n(Cc2ccccc2)c(=O)[nH]c1=O | i | i |
| Cc1cn(C2CC(O)C(CO)O2)c(=O)n(CCCc2ccccc2)c1=O (configuration not stated) | i | i |
| Cc1ccc(NC(=O)CN(C)C(=O)c2cc(-c3cccs3)nn2-c2ccccc2)cc1 | i | i |
| C[C@@H]1CC=C[C@@H]2[C@H]1C(=O)N(Cc1ccccc1)[C@H]2c1ccccc1Br | i | i |
| Cc1cc(C)cc(C(=O)NCC(=O)OCC(=O)NC2CCCc3ccccc32)c1 (configuration not stated) | i | i |
| C=CCN=c1scc(-c2ccc3c(c2)NC(=O)CO3)n1/N=C(\C)c1ccccn1 | i | i |
| CCOC(=O)C1=C(COC(=O)CCOc2cc(C)ccc2C)NC(=O)NC1C (configuration not stated) | i | i |
| COc1cccc(NC(=O)CN(C)C(=O)Cc2ccc3c(c2)OCCO3)c1 | i | i |
| Cc1nc(SCC(=O)NCc2ccc3c(c2)OCO3)nc(C)c1C | i | i |
| CCn1nnnc1SCC(=O)N1CCN(Cc2ccc3c(c2)OCCO3)CC1 | i | i |
| CN(CC(=O)Nc1ccc(F)cc1)C(=O)Cn1cnc2ccc([N+](=O)[O-])cc2c1=O | i | i |
| COc1cccc(NC(=O)CN(C)C(=O)CCCNC(=O)c2ccc(Cl)cc2)c1 | i | i |
| COc1ccc([C@H]2CC(=O)C=C(/C=C/c3ccccc3)C2)cc1OC | i | i |
| CCOC(=O)CCC(NC(=O)c1ccc(CNc2nc3cc(C(F)(F)F)ccc3nc2C(=O)OCC)cc1)C(=O)OCC (configuration not stated) | i | i |
| Cc1ccc(NC(=O)COC(=O)Cn2nc(-c3ccc(F)cc3)oc2=O)cc1C | i | i |
| Nc1ccc2c(c1)Cc1cc(N)c(Br)cc1-2 | i | i |
| Cn1ccc2ccc(C3=CC(=O)C[C@H](c4ccc(F)cc4)C3)cc21 | i | i |
| COc1ccc([C@H]2CC(=O)C=C(c3ccc4[nH]ccc4c3)C2)cc1OC | i | i |
| CC(=O)N(CC(=O)N(CC(=O)O)c1ccc(Cl)cc1)c1ccc(Cl)cc1 | i | i |
| O=C(O)C1C=Cc2ccccc2N1C(=O)c1ccccc1 (configuration not stated) (tested in a mixture with another compound) | i | i |
| CCc1nnc(NC(=O)C2CCCN(C(=O)c3ccc(Cl)cc3)C2)s1 (configuration not stated) | i | i |
| Cc1csc(=O)n1CC(=O)OCC(=O)NNC(=O)c1ccc(Cl)cc1 | i | i |
| Cc1noc(C)c1C(=O)OCC(=O)Nc1ncc(Cl)c(C)c1Cl | i | i |
| Cc1cccc(C)c1NC(=O)CN(C)C(C)C(=O)NCC(=O)Nc1ccc(F)c(F)c1F (configuration not stated) | i | i |

3 structures out of the list, arranged by length of the SMILES, smallest number first.
| SMILES | KCNK3 inh | ANO1 activ |
| --- | --- | --- |
| Cc1noc(C)c1C(=O)OCC(=O)Nc1ncc(Cl)c(C)c1Cl | i | i |
| COc1ccc([C@H]2CC(=O)C=C(c3ccc4[nH]ccc4c3)C2)cc1OC | i | i |
| Cc1cccc(C)c1NC(=O)CN(C)C(C)C(=O)NCC(=O)Nc1ccc(F)c(F)c1F (configuration not stated) | i | i |

Continuation.
| SMILES | KCNK3 inh | ANO1 activ |
| --- | --- | --- |
| COc1cc2cc(CCOC(=O)c3ccc(C#N)cc3)oc(=O)c2cc1OC | i | i |
| CCOc1ccc(NC(=O)CN(C)C(=O)CCN2C(=O)C3CC=CCC3C2=O)cc1OCC (configuration not stated) | i | i |
| N#Cc1ccccc1OCC(=O)OCC(=O)NC1CCS(=O)(=O)C1 (configuration not stated) | i | i |
| O=C(COC(=O)c1cccc(C(F)(F)F)c1)NC(=O)NC1CCCC1 | i | i |
| O=C(COC(=O)c1ccc(O)cc1)NCC1COc2ccccc2O1 (configuration not stated) | i | i |
| Nc1ccc(C(=O)Nc2ccc3c(O)cc(S(=O)(=O)O)cc3c2)cc1 | i | i |
| CCOC(=O)Nc1cccc2c1-c1ccc([N+](=O)[O-])cc1C2=O | i | i |
| N#Cc1ccc(CN2CCN(C(=O)CCNS(=O)(=O)c3ccc(F)c(Cl)c3)CC2)cc1 | i | i |
| CCCCn1c(N)c(N(C)C(=O)c2ccccc2Oc2ccccc2)c(=O)[nH]c1=O | i | i |
| COC(=O)[C@H](NCc1ccc(OC)c(B(O)O)c1)C(C)C | i | i |
| COc1ccc(Br)c(C(=O)OCC(=O)N2CCC(Cc3ccccc3)CC2)c1 | i | i |
| NC(=O)NC(=O)C(c1ccccc1)N1CCN(S(=O)(=O)Cc2ccccc2)CC1 (configuration not stated) | i | i |
| CN(C)c1ccc(C=NNC(=O)c2cccc3ccccc23)c(Cl)c1 | i | i |
| CCOc1ncccc1C(=O)N(CCC(C)C)c1c(N)n(Cc2ccccc2)c(=O)[nH]c1=O | i | i |
| COc1ccc(S(=O)(=O)N2CCN(C)CC2c2ccccc2)cc1OC (configuration not stated) | i | i |
| Cc1c([N+](=O)[O-])cc(N2C(=O)C=CC2=O)cc1[N+](=O)[O-] | i | i |
| CC(C)(C)N(Cc1ccccc1)C(=O)COC(=O)c1ccc2ccccc2n1 | i | i |
| O=C(Nc1ccc2ccccc2c1)c1ccccc1[N+](=O)[O-] | i | i |
| CCCN(C(=O)c1nc2nccc(C)n2n1)c1c(N)n(Cc2ccccc2)c(=O)[nH]c1=O | i | i |
| CC12CCC(=O)C=C1CCCC2=O (configuration not stated) | i | i |
| C[C@H](CO)N1C[C@H](C)[C@H](CN(C)S(=O)(=O)c2ccccc2)Oc2ccc(NC(=O)NC3CCCCC3)cc2CC1=O | i | i |
| COc1ccc(-c2oc(=O)c3cc(OC)c(OC)cc3c2C#CCCO)cc1 | i | i |
| NS(=O)(=O)c1ccc(N2CCN(C(=O)c3ccco3)CC2)nc1 | i | i |
| Cc1ccc(CNC(=O)COC(=O)c2ccc(S(=O)(=O)N3CCCCCC3)cc2)cc1 | i | i |
